# Bioassay records: PubChem BioAssay, National Center for Advancing Translational Sciences (NCATS)
# D1 agonist: Allosteric Agonists of the Human D1 Dopamine Receptor: qHTS. D(1A) dopamine receptor (Homo sapiens), P21728. HEK293 T-REx D1 cells, calcium flux, agonist mode. activation, % at 2 µM. 360,000 tested, 1% active. AID 504660, 2011; in the data active = activation above about 30%; also: 0% is about no effect
#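 Agonism was scored from calcium flux recorded over 180 s (1 read/s) after pintool compound addition, following a 10-cycle baseline. Cells were inducible force-coupled HEK293 TREx D1, plated overnight at 30 C and loaded with no-wash calcium dye.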
# D1 potentiator: Potentiators of Human D1 Dopamine Receptor: qHTS | AID 504651, 2011 | HEK293 TREx D1 cells, calcium flux, dopamine EC20 potentiation | D(1A) dopamine receptor (Homo sapiens), P21728 | potentiation, % at 10 µM | 360,000 tested, 0.036% active; in the data active = potentiation above about 30%; also: 0% is about no effect
# RXFP1 ag: qHTS Assay for Agonists of the Relaxin Receptor RXFP1. AID 2676, 2010. Potency, µM (highest dose often 57.5 µM), for inactives: at the highest dose activation, usual class: activators. HEK293T-RXFP1 cAMP TR-FRET, 30 min; response scale: percent of porcine relaxin response, buffer zero. 370,000 tested, 0.3% active. Relaxin receptor 1 (Homo sapiens), Q9HBX9; also: potency is read from the fitted curve at half-maximal effect; % is scaled to controls: 0 for no effect and ±100 for the full control effect; nearly all actives have a fitted effect of over 60% in size; many of its hits are not listed in these tables
#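 cAMP rise read by TR-FRET after 30 min, 37C compound exposure (up to 58 uM) in RXFP1-transfected HEK293 cells with Ro 20174 present. EC50 from Hill-equation fits, with 29 nM porcine relaxin as 100% and buffer as basal.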
# D2 PAM: HTS Assay for Positive Allosteric Modulators of the Human D2 Dopamine Receptor: Primary Screen for Potentiators | HEK293 T-REx D2, calcium flux, EC20 dopamine potentiation | 340,000 tested, 0.34% active | D(2) dopamine receptor (Homo sapiens), P14416 | potentiation, % at 10 µM | AID 485347, 2010;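 active = potentiation over 3 SD above the plate norm, cut at about 30% in these data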; also: 0% is about no effect
# Target sequence (P14416 whole entry, looked up): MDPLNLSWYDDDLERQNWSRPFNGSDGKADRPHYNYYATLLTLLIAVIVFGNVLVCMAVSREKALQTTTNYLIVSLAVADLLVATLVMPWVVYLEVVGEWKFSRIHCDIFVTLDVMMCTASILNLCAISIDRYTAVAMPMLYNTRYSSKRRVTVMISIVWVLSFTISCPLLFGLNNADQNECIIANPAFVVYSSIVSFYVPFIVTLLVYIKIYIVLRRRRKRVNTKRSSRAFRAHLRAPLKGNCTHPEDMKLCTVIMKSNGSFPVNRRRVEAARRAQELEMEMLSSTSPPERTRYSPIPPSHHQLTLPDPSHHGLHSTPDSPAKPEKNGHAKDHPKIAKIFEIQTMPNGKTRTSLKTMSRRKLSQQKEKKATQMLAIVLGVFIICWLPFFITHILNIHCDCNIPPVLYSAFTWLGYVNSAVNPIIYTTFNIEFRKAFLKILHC
#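 Primary screen. Calcium kinetics in induced HEK293 T-REx D2 cells: compound pre-addition 180 s, EC20 dopamine, 180 s more.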
# Vif-APOBEC3G blk: qHTS for Inhibitors of Vif-A3G Interactions: qHTS. DNA dC->dU-editing enzyme APOBEC-3G (Homo sapiens), Q9HC16. HeLa A3G-eYFP + Vif (tagged APOBEC3G with the HIV-1 protein that degrades it), YFP fluorescence, overnight. Potency, µM (titrated, usually from 46.1 µM), for the others: at the highest dose activity, negative = active, usual class: inhibitors. 410,000 tested, 0.076% active. AID 602310, 2012;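 also: potency is read from the fitted curve at half-maximal effect; % is scaled to controls: 0 for no effect and ±100 for the full control effect; nearly all actives have a fitted effect of over 60% in size; hits raise eYFP signal because A3G escapes Vif-driven loss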
# Target sequence (Q9HC16 whole entry, looked up): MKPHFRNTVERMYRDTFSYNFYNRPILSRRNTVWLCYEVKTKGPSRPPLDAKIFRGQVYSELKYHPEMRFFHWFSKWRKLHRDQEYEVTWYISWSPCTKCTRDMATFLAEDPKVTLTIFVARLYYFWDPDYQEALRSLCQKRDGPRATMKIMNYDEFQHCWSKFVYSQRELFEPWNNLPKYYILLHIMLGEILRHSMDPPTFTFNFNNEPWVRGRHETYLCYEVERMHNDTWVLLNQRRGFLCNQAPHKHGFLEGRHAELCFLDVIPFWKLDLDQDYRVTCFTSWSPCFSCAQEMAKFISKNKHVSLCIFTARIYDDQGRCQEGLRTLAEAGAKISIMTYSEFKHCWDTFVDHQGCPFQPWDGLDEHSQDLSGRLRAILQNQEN
#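 HeLa cells stably expressing Vif and C-terminally eYFP-tagged A3G, seeded overnight at 37 deg C, then exposed to compound by pintool overnight at 37 deg C. Rise in yellow fluorescence (Ex 488/Em 500-530, Acumen) marks blocked Vif-driven A3G degradation.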
# Vif-APOBEC3F blk: qHTS for Inhibitors of Vif-A3F Interactions: qHTS; HeLa A3F-eYFP + Vif (tagged APOBEC3F with the HIV-1 protein that degrades it), YFP fluorescence increase; Potency, µM (titrated, usually from 46.1 µM), for inactives: at the highest dose activity, negative = active; 390,000 tested, 0.2% active; AID 602313, 2012; also: potency is read from the fitted curve at half-maximal effect; % of control where 0% means no effect; nearly all actives have a fitted effect of over 65% in size
#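 HeLa cells stably expressing A3F-eYFP plus Vif, plated and incubated overnight at 37 deg C, then exposed to compounds overnight at 37 deg C. Blocked degradation read as raised yellow fluorescence (Ex 488/Em 500-530).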
# LDHA inh: qHTS assay for inhibitors of human lactate dehydrogenase; L-lactate dehydrogenase A chain (Homo sapiens), P00338; purified LDHA, NADH/diaphorase-resazurin fluorescence; hits give low values; activity change, % (values are at about 110 or 230 µM); 480,000 tested, 0.15% active; in the data active = activity change below about -30%; inconclusive = mostly about -25% to -30%;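 also: plate controls were DMSO wells for no effect and wells without enzyme for full effect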
#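 LDH5 2 nM; NADH 0.06 mM, pyruvate 0.2 mM; 200 mM Tris pH 7.4, EDTA, Tween-20; 5 min RT. Detection: diaphorase 0.133 mg/mL + resazurin 37 µM, fluorescence ex540/em590 at 0 and 20 min; normalized to enzyme-free and DMSO wells.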
# GRP78 ERSR act: qHTS for Inducers of the Endoplasmic Reticulum Stress Response (ERSR) in Human Glioma: qHTS; AID 602332, 2012; 420,000 tested, 0.02% active; U87-MG GRP78 promoter luciferase reporter, 16 h; Potency, µM, inactives show top-dose activation, usual class: activators; also: potency is read from the fitted curve at half-maximal effect; series mostly up to about 76 µM; % of control where 0% means no effect; nearly all actives have a fitted effect of over 35% in size
#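 Stably transfected U87-MG human glioma cells carrying a GRP78-based luminescent sensor were seeded at 1000 cells/well, pin-dosed with compounds and incubated 16 h. Luciferase reagent was then added, and end-point luminescence was read after 10 min at room temperature.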
# D1 antag: Antagonist of Human D 1 Dopamine Receptor: qHTS. D(1A) dopamine receptor (Homo sapiens), P21728. HEK293 TREx D1 cells, calcium flux, dopamine EC80; hits give low values. activity change, negative = inhibition, % at 10 µM. 360,000 tested, 3.2% active; in the data active = activity change below about -30%; also: % is scaled to controls: 0 for no effect and ±100 for the full control effect
#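 Compound effects on dopamine-evoked calcium signalling were measured in tetracycline-induced HEK293 Trex D1 cells. Dopamine at EC80 followed a 180 s compound pre-read, and fluorescence was tracked kinetically for 180 s more.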
# * hit, by the source's call; ? = inconclusive; nt = not tested or not shown; & = joins results of further samples. Unless noted, calls follow the shape of the dose curve; as a rule, active = well fitted curve in the direction sought with a large enough effect; inconclusive = small, poorly fitted or top-dose-only effect, or another doubt; inactive = no such curve, though single readings can be large; an effect the other way counts as inactive or inconclusive.
SMILES	D2 PAM	LDHA inh	Vif-APOBEC3F blk	GRP78 ERSR act	D1 potentiator	D1 agonist	Vif-APOBEC3G blk	D1 antag	RXFP1 ag
CC(=O)c1cn(Cc2ccccc2F)c2ccccc12	7	-3	2%	0%	-5	17	2%	-55*	0.2%
CCOc1ccc(CN(CCc2ccc3c(c2)OCO3)Cc2cccc(C)c2)cc1	-23	-19	-1%	-3%	3	1	8%	13	0.8%
O=c1[nH]c(=S)[nH]c(O)c1N=Nc1ccc2c(c1)OCCO2	2	-5	10%	-11%	0	3	0%	0	3.1%
COc1cc(-n2c(=S)[nH]c3ccccc3c2=O)c(Cl)cc1Cl	-2	-2	2%	-1%	-5	2	-29%	-5	-0.3%
CC[C@H]1CN2CCC1C[C@@H]2[C@H](O)c1ccnc2ccc(OC)cc12 (stereo partly drawn)	nt	2	6%	-6%	nt	nt	-4%	nt	nt
O=C(c1cc2ccccc2oc1=O)N1CCC2(CC1)OCCO2	nt	0	3%	2%	-4	2	0%	-8	-0.2%
COc1ccc(C=O)cc1O	-4	0	0%	-4%	-6	-2	0%	0	4.6%
COc1ccc(C(O)P(=O)(OC(C)C)OC(C)C)cc1 (stereo not drawn)	-5	-6	-7%	-2%	-2	1	-5%	7	2.5%
CC1CN=C(Nc2ccc(N(C)C)cc2)S1 (stereo not drawn)	-4	0	6%	4%	-4	5	-1%	3	-3.4%
Oc1ccc(Cl)c(Cl)c1	nt	-5	4%	3%	-5	14	-2%	nt	1.7%
Cc1ccc(C(=O)Nc2ccc(Cl)cc2C(=O)c2ccccc2)cc1	nt	0	-16%	-4%	nt	nt	0%	nt	nt
CCC(C)n1c(O)c(C=NCc2cccnc2)c(=O)[nH]c1=S (stereo not drawn)	6	-7	0%	-3%	0	2	-12%	1	2.3%
Cc1ccc(C(O)(C(=O)NNC(=O)CN2CCN(C)CC2)c2ccc(C)cc2)cc1	6	-5	3%	1%	8	2	0%	-4	-1.3%
COc1ccc(-c2nc3ccc(C(=O)N4CCC5(CC4)OCCO5)cc3nc2-c2ccc(OC)cc2)cc1	12	4	-4%	5%	6	0	-3%	1	7.3%
Cn1cc(C(=O)NCc2ccccc2)c2ccccc21	nt	-4	-9%	4%	2	1	-1%	-3	-3.9%
O=C(O)C(O)(c1ccccc1)C1CCCC1 (stereo not drawn)	12	-2	6%	-7%	2	0	0%	-9	-0.5%
CC[C@@H](O)C[C@H]1CCC[C@@]2(C[C@@H]3OC(=O)/C=C/[C@@](C)(O)[C@@H](O)[C@H](C)[C@@H](O)[C@H](OC4CCC(N(C)C)C(C)O4)[C@@H](O)[C@](C)(O)CCCCC/C=C/[C@@H]4CC(C)(C)O[C@@]4(O)C[C@H](O2)[C@H]3C)O1 (stereo partly drawn)	nt	2	-7%	-5%	nt	nt	2%	nt	nt
C(=NC12CN3CN(CN(C3)C1)C2)c1cccs1	-6	-4	1%	-1%	0	1	-2%	-8	2.5%
Cc1ccsc1C(=O)C1CCCN(Cc2cccn2-c2ccccn2)C1 (stereo not drawn)	-15	0	4%	-4%	-5	4	-6%	-13	2.9%
COc1cccc(C2CCN(C)C2)c1 (stereo not drawn)	nt	-7	0%	-1%	nt	nt	-1%	nt	nt
Cc1ccccc1-n1c(O)c(/C=N/NC(=O)c2ccncc2)c(=O)[nH]c1=O	-3	7	8%	-3%	3	0	4%	-1	4.6%
Cn1c(O)c(C=NCCN2CCNCC2)c(=O)[nH]c1=O	7	-3	6%	-3%	6	2	0%	5	-2.9%
COCCOC(=O)c1c(C)oc2ccc(OC(=O)N(C)C)cc12	3	-6	6%	-4%	-3	1	1%	7	-0.1%
O=c1c2ccccc2nc(Cc2cccc([N+](=O)[O-])c2)n1-c1ccc(O)cc1	4	-4	6%	-3%	0	-1	-2%	-15	1.7%
c1ccc2sc(C3CCCNC3)nc2c1 (stereo not drawn)	10	-2	8%	9%	-4	3	2%	6	-0.6%
COCCCn1c(N)c(C(=O)NCc2ccco2)c2nc3ccccc3nc21	0	2	0%	-2%	5	3	6%	16	8.7%
COCCNC(=O)c1c(NC(=O)c2ccc(Br)o2)n(Cc2ccccc2)c2nc3ccccc3nc12	2	0	11µM*	-2%	-2	37*	?	-4	9.0%
CCOc1ccc(-n2c(CC)nc3ccccc3c2=O)cc1	6	-3	4%	-3%	0	2	0%	-14	5.1%
Cc1c2cnn(CC(=O)N3CCC4(CC3)OCCO4)c(=O)c2c(C)n1Cc1ccccc1F	11	-2	nt	-3%	-2	4	-5%	-25	0.7%
Cc1ccc(Cn2cccc(C(=O)Nc3ccc4c(c3)OCO4)c2=O)cc1	0	1	-5%	-2%	1	4	4%	nt	0.7%
N#Cc1ncc(N=Cc2ccc(N(CCCl)CCCl)cc2)s1	nt	-3	?	-3%	nt	nt	-1%	nt	nt
CN(C)CP(=O)(Nc1ccccc1)N(C)C (stereo not drawn)	3	-7	3%	-4%	2	3	-1%	5	0.0%
CN1CCc2nc(SCC(=O)OC(C)(C)C)c(C#N)cc2C1	nt	11	-2%	8%	-1	4	1%	10	0.9%
Cn1c(O)c(C=NCCCCCCCCCCC(=O)O)c(=O)n(C)c1=O	-7	-6	-5%	-1%	0	3	5%	9	2.6%
CC(=O)OCC12CC(OC(=O)CC(C)C)C(C)=CC1OC1C(O)C(OC(C)=O)C2(C)C12CO2 (stereo not drawn)	nt	-4	-23%	-5%	nt	nt	-8%	nt	nt
Cc1cc(C)cc(-n2c(=O)[nH]c3ccccc3c2=O)c1	2	0	-2%	-2%	0	15	1%	-10	4.0%
N[C@@H](CCl)C(=O)O	nt	-9	1%	-6%&0%	nt	nt	-1%	nt	nt
O=C(O)c1ccc(N=Cc2c(O)n(Cc3ccc(F)cc3)c(=O)[nH]c2=O)cc1	8	-2	-26%	-4%	2	4	1%	-8	2.0%
O=C(COc1ccc(S(=O)(=O)N2CCOCC2)cc1)N1CCN(Cc2ccc3c(c2)OCO3)CC1	-1	-12	3%	0%	5	15	1%	-20	-0.1%
CCCCOC(=O)c1ccccc1N	nt	-3	-4%	-2%	nt	nt	0%	nt	nt
CC(C)NS(=O)(=O)c1ccc(OCC(=O)N2CCN(Cc3ccccc3)CC2)cc1	nt	-6	-12%	-2%	nt	nt	-5%	nt	nt
Cc1cc(OCC(=O)N2C[C@H]3C[C@@H](C2)c2cccc(=O)n2C3)c2c(C)c(C)c(=O)oc2c1	-5	1	5%	-1%	1	0	2%	1	2.3%
N#Cc1c(N2CCNCC2)nc(-c2ccco2)c2c1CCCC2	-1	-5	1%	-5%	1	1	-9%	1	2.9%
CCOP(=O)(OCC)C(O)c1ccc(OC)cc1 (stereo not drawn)	-4	-2	-1%	-3%	-13	1	1%	-13	-1.9%
Cc1c(C(=O)C(=O)N2CCOCC2)c2ccccc2n1Cc1ccccc1	6	1	3%	-3%	9	6	0%	7	1.7%
CC(C)OC(=O)c1c(N)n(CC2CCCO2)c2nc3ccccc3nc12 (stereo not drawn)	-1	4	6%	3%	-1	-4	-5%	-5	3.9%
CCn1ccnc1CN1CCCC(C(=O)c2cc(C)c(OC)c(C)c2)C1 (stereo not drawn)	-2	-6	2%	-2%	2	6	-1%	0	0.9%
COc1cccc(OCc2cc(C(=O)N3C[C@H]4C[C@@H](C3)c3cccc(=O)n3C4)no2)c1	-8	1	11%	1%	-4	2	1%	-2	3.7%
O=C(NCc1ccc(C(=O)N2CCC3(CC2)OCCO3)cc1)c1ccc2c(c1)OCO2	5	0	-15%	0%	4	3	0%	-16	0.2%
COc1ccc(CCNCc2cccn2C)cc1OC	-4	-11	-6%	-3%	-8	5	-1%	-9	0.1%
COC(=O)[C@H]1[C@H]2C[C@@H]3c4[nH]c5cc(OC)ccc5c4CCN3C[C@H]2C[C@@H](OC(=O)/C=C/c2cc(OC)c(OC)c(OC)c2)[C@@H]1OC	10	-7	?	-3%	7	2	-4%	2	-0.5%
S=C=Nc1cccc(C2(N3CCCCC3)CCCCC2)c1	8	-2	6%	-4%&-6%	-7	4	4%	-91*	-0.4%
CC(Cc1ccccc1)NCCC(c1ccccc1)c1ccccc1 (stereo not drawn)	-17	-6	-7%	-4%	22	20	-4%	16	-0.7%

# Part of the list above in order of count of non-hydrogen atoms, highest first:
SMILES	D2 PAM	LDHA inh	Vif-APOBEC3F blk	GRP78 ERSR act	D1 potentiator	D1 agonist	Vif-APOBEC3G blk	D1 antag	RXFP1 ag
COC(=O)[C@H]1[C@H]2C[C@@H]3c4[nH]c5cc(OC)ccc5c4CCN3C[C@H]2C[C@@H](OC(=O)/C=C/c2cc(OC)c(OC)c(OC)c2)[C@@H]1OC	10	-7	?	-3%	7	2	-4%	2	-0.5%
O=C(NCc1ccc(C(=O)N2CCC3(CC2)OCCO3)cc1)c1ccc2c(c1)OCO2	5	0	-15%	0%	4	3	0%	-16	0.2%
CCn1ccnc1CN1CCCC(C(=O)c2cc(C)c(OC)c(C)c2)C1 (stereo not drawn)	-2	-6	2%	-2%	2	6	-1%	0	0.9%
CC(Cc1ccccc1)NCCC(c1ccccc1)c1ccccc1 (stereo not drawn)	-17	-6	-7%	-4%	22	20	-4%	16	-0.7%

# Only part of the results is shown (hit frequency here may not be typical).
